Mcl1-Bid inh: Mcl-1/Bid binding inhibitors, primary screen, biochemical, TR-FRET, 1536-well; Induced myeloid leukemia cell differentiation protein Mcl-1 (Homo sapiens), Q07820; TR-FRET Mcl-1/Bid-Dy647 peptide binding; inhibition, % at 21.7 µM; actives 0.97% (n = 220,000);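 active = compounds that cut the binding signal by more than half at the single screening dose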;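 also: His-tagged Mcl-1 with europium anti-His antibody binding Bid BH3 peptide; 0% = Mcl-1 plus peptide wells and 100% = peptide-only wells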
Target sequence (Q07820 whole entry, looked up): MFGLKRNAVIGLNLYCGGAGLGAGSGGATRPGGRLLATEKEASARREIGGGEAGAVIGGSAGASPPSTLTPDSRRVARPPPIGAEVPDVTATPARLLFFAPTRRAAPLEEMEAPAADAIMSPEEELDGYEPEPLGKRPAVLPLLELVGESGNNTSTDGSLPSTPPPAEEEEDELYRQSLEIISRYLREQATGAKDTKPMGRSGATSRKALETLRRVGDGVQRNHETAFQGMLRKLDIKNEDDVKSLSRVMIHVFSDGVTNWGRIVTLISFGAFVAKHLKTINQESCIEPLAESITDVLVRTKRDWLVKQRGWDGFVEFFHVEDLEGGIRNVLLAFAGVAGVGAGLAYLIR
Bcl-2 Bim block: inhibitors of Bim-Bcl-2 binding, primary screen, biochemical, multiplexed, human Bcl-2 family; Bead-based flow cytometry, Bim peptide-Bcl-2 binding; inhibition, % at 10 µM; actives 0.06% (n = 190,000); AID 950, 2007; in the data active = inhibition above about 40%; inconclusive = no clear call, values can overlap the other calls;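 also: 0% = no compound wells with probe peptide and 100% = reference peptide inhibitor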
RGS8-Gao: RGS8-Galphao binding modulators, primary screen, biochemical, multiplexed bead flow cytometry; actives lie on both sides; response (percent of control binding), % at 10 µM; Guanine nucleotide-binding protein G(o) subunit alpha (Homo sapiens), P09471; actives 0.34% (n = 220,000); in the data active = response below about 60% or above about 140%; inactive = in between;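 also: Galphao activated as the GDP aluminium fluoride complex binding bead-coupled RGS8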
Target sequence (P09471 whole entry, looked up): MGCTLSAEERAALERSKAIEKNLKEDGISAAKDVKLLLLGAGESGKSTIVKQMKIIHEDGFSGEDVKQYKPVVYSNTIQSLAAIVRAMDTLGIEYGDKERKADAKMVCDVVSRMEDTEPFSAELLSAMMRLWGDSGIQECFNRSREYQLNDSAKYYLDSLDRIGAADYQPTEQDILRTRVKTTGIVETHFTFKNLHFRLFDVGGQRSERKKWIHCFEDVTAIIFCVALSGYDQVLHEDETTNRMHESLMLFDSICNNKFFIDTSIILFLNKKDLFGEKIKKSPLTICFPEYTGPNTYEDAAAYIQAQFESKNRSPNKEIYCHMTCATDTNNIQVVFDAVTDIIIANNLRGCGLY
RGS7-Gao reg: RGS7-Galphao binding modulators, primary screen, biochemical, multiplexed bead flow cytometry; Guanine nucleotide-binding protein G(o) subunit alpha (Homo sapiens), P09471; actives lie on both sides; binding response (% of control), % at 10 µM; actives 0.35% (n = 220,000); AID 1439, 2008; in the data active = binding response below about 49% or above about 150%; inconclusive = no clear call, values can overlap the other calls; inactive = in between;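 also: fluorescent Galphao held in activated GDP-AlF4 state binding bead-coupled RGS7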
RGS4-Gao reg: modulators of RGS4 binding to Galphao, primary screen, biochemical, multiplexed bead flow cytometry; actives 0.33% (n = 220,000); AID 1415, 2008; binding response (% of control), % at 10 µM; actives lie on both sides; in the data active = binding response below about 49% or above about 150%; inactive = in between;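 also: fluorescent Galphao activated with aluminum fluoride binding bead-coupled RGS4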
Bcl-XL Bim block: inhibitors of Bim-Bcl-XL binding, primary screen, biochemical, multiplexed, bead flow cytometry, human Bcl-XL | Bcl-2-like protein 1 (Homo sapiens), Q07817 | Bim peptide-Bcl-XL binding, fluorescence | inhibition, % at 10 µM | actives 0.04% (n = 190,000) | AID 1007, 2008
Bcl-B Bim block: inhibitors of Bim-Bcl-B binding, primary screen, biochemical, multiplexed, human Bcl-2 family. Bcl-2-like protein 10 (Homo sapiens), Q9HD36. bead-based flow cytometry, Bim peptide-Bcl-B binding. inhibition, % at 10 µM. actives 0.073% (n = 190,000);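 also: 0% = tracer peptide without compound and 100% = reference inhibitor peptide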
Bfl-1 Bim block: inhibitors of Bim binding to Bfl-1, primary screen, biochemical, multiplexed, bead-based flow cytometry. Bcl-2-related protein A1 (Homo sapiens), Q16548. Bim-Bfl-1 binding inhibition. inhibition, % at 10 µM. actives 0.12% (n = 190,000);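 also: 0% = wells without compound plus tracer and 100% = blocker peptide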
Mcl-1 Bim block: inhibitors of Bim peptide binding to Mcl-1, primary screen, biochemical, bead-based flow cytometry, multiplex. inhibition, % at 10 µM. actives 0.1% (n = 190,000). Induced myeloid leukemia cell differentiation protein Mcl-1 (Homo sapiens), Q07820. Bim peptide-Mcl-1 binding;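 also: 0% = no compound tracer wells and 100% = peptide blocker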
Bim-Bcl-W: inhibitors of Bim binding to Bcl-W, primary screen, biochemical, multiplexed, bead-based flow cytometry; Bim peptide-Bcl-W binding; AID 952, 2007; inhibition, % at 10 µM; actives 0.02% (n = 190,000); Bcl-2-like protein 2 (Homo sapiens), Q92843;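 also: 0% = bound tracer without compound and 100% = peptide blocker; higher means less fluorescent Bim peptide bound to Bcl-W beads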
Target sequence (Q92843 whole entry, looked up): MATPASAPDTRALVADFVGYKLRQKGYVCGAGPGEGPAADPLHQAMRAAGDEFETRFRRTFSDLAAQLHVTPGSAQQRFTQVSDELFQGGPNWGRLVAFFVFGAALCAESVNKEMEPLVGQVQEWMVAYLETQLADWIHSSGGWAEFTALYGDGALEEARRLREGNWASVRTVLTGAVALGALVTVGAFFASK
GSH fluor: compound fluorescence on glutathione beads, profiling panel, artefact control, biophysical, 488/530 nm, flow cytometry. GSH beads flow cytometry, compound fluorescence 488/530 nm; stronger effect = higher value. fluorescence (KMESF) at 10 µM. actives 0.25% (n = 190,000). AID 1776, 2009; in the data active = fluorescence above about 89;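 also: glutathione beads carrying GST-tagged Bcl family fusion proteins plus one bare bead set; values are compound well signal with DMSO vehicle wells as background; inactives centre near 16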
Active calls of the source: *; ? = inconclusive. Rule as the data show it, unless noted: active = inhibition above about 40%.

SMILES	Mcl1-Bid inh	Bcl-2 Bim block	RGS8-Gao	RGS7-Gao reg	RGS4-Gao reg	Bcl-XL Bim block	Bcl-B Bim block	Bfl-1 Bim block	Mcl-1 Bim block	Bim-Bcl-W	GSH fluor
O=C(CSc1nnc(Cc2ccccc2)o1)c1cc(F)ccc1F	-37	-6	104	103	102	-1	-5	-8	-3	-4	6
COC(=O)C1=CN(CC2CCCO2)C=C(C(=O)OC)C1c1ccsc1 (stereo not drawn)	96*	-15	101	99	101	-3	-7	-13	0	1	23
CCOc1ccc(OCC)c(NC(=O)C2COc3ccccc3O2)c1 (stereo not drawn)	-12	-3	101	98	94	0	-1	-1	-1	0	22
CCOC(=O)N1CCN(Cc2nc(N)nc(Nc3ccc(C)cc3)n2)CC1	-14	4	100	104	102	0	0	-1	0	1	20
COc1cc(-n2c(=O)c3ccccc3n(CC(=O)c3ccccc3)c2=O)cc(OC)c1OC	7	-4	102	97	102	-1	-1	-1	0	-1	64
Cc1ccc(-n2nc(C)c3c(C)c(CCC(=O)NCc4ccco4)c(C)nc32)cc1	-21	4	105	95	99	3	1	3	0	2	18
Cc1cccc(C(=O)NNC(=O)c2cccc([N+](=O)[O-])c2)c1	-6	-3	101	98	98	-2	-5	-6	-4	-4	13
O=S(=O)(c1ccc(-c2nnc(SCc3ccccc3)o2)cc1)N1CCCC1	-14	-7	96	94	95	-3	-9	-13	-1	1	52
COCCNC(=O)CN(C(=O)CCC(=O)Nc1ccccn1)c1ccc(F)cc1	-9	-2	103	104	100	0	-4	-2	-3	0	23
COc1ccc(-c2csc(Nc3cccnc3)n2)cc1OC	-29	-12	101	97	104	-5	-8	-15	-2	0	33
Cc1cccc2c1N(C(=O)CN1C(=O)c3ccccc3C1=O)C(C)(C)c1ssc(=S)c1-2	-10	7	103	101	98	-4	-7	18	1	0	16
O=C1CC(N2CCN(C/C=C/c3ccccc3)CC2)C(=O)N1CCc1ccccc1 (stereo not drawn)	-47	0	95	91	91	1	1	2	1	0	15
O=C(NC(=S)NCC1CCCO1)C(c1ccccc1)c1ccccc1 (stereo not drawn)	-24	-8	101	103	99	-8	-12	-14	-2	-4	15
CCCCOC(=O)Nc1cc(Cl)ccc1C	-5	-2	103	100	102	1	-6	-10	5	2	17
O=C(c1cc(F)ccc1F)C1CCCN(C(=O)CCN2CCCCO2)C1 (stereo not drawn)	-12	-3	99	98	99	-3	-3	-6	-1	-2	10
COc1ccc2cc(-c3nc4ccccc4n3C)c(=O)oc2c1	18	2	100	102	104	2	1	3	1	1	15
O=C(N/N=C/c1cn(-c2ccccc2)nc1-c1cc2ccccc2o1)c1ccccc1Br	5	-7	102	104	100	-3	-6	-15	-2	-4	12
CCCc1nc2ccccc2c(=O)n1NC(=O)c1c(O)c2ccccc2[nH]c1=O	4	0	97	99	100	2	0	0	1	0	14
O=C(COc1cccc(NC(=O)c2ccco2)c1)c1ccccc1	-1	-7	99	102	101	-4	-4	-7	29	2	64
CC1CCN(c2c(NCc3ccc(C(=O)NCc4cccnc4)cc3)c(=O)c2=O)CC1	-22	-6	99	98	99	-1	-2	-10	0	2	25
COc1cc(C(=O)Nc2ccc3oc(-c4cccnc4)nc3c2)cc(OC)c1OC	-8	-2	95	83	83	-14	-2	-3	-24	-9	9
O=S(=O)(/N=C(\Sc1ccc(Cl)cc1)c1ccccc1)c1ccccc1	14	1	101	105	100	1	-2	1	1	-1	20
Cc1ccc2c(CC(=O)OC(C)C(=O)NCc3ccc4c(c3)OCO4)coc2c1 (stereo not drawn)	-9	-3	103	104	101	0	-2	-1	-3	0	17
Cc1cc(C(=O)Nc2cccnc2Cl)on1	-14	-7	101	97	100	-4	-5	-10	2	3	6
COCCN(CC(=O)Nc1cccc(C)c1)S(=O)(=O)c1ccc(S(=O)(=O)N2CCCC2)cc1	-8	0	99	101	99	0	0	-2	-1	-3	19
CCCSc1cc(NCCOC(=O)CCC)c([N+](=O)[O-])c2nonc12	-10	-1	97	93	94	-3	-10	7	0	5	15
Cn1c(=O)c2c(nc(SCC(=O)O)n2Cc2cccc(C(F)(F)F)c2)n(C)c1=O	-25	-6	108	106	106	-2	-8	-9	0	0	15
Cc1ccc(CN2CCC(N3CCC(C(=O)NCC4CCCO4)CC3)CC2)o1 (stereo not drawn)	-63	-2	99	102	100	-1	-6	-7	-2	-2	22
COC(=O)c1sc(NC(=S)NC(=O)c2ccccc2C)nc1C	-37	-5	96	97	94	-5	-5	-6	-6	-2	10
CCOC(=O)c1[nH]cnc1C(=O)Nc1ccccc1OC	-8	-8	106	100	100	-4	-5	-8	0	0	12
CCn1c(=N)n(CC(O)COc2cccc(C)c2)c2ccccc21 (stereo not drawn)	-6	-14	106	104	103	0	-8	-11	-5	0	30
Cc1cc(C)n(S(=O)(=O)c2cc(Cl)ccc2Cl)n1	2	-2	101	101	103	-2	1	-4	0	-2	17
CC(OC(=O)c1cc(S(=O)(=O)N(C)c2ccccc2)ccc1Cl)C(=O)Nc1ccc2c(c1)OCCO2 (stereo not drawn)	-5	-8	101	102	99	-10	-8	-19	-6	-4	12
O=C(N1CCCC1)C(F)(F)Oc1ccc(F)cc1	-15	-1	99	?	99	2	-1	-5	0	0	17
CCc1nnc(NC(=O)c2cc(-c3ccccn3)nc3ccccc23)s1	16	-1	103	?	103	0	-4	-3	1	0	16
CC(C)Oc1ccc(/C=C(/NC(=O)c2ccccc2)C(=O)NCCC(=O)O)cc1	-5	-3	104	106	105	0	-3	-6	-1	1	11
CC(=O)N1CCn2c3ccc(C)cc3c3cccc1c32	-4	-3	100	101	98	-1	-4	-1	-1	-3	28
O=C(CCc1ccccc1)Nc1ccc(F)c([N+](=O)[O-])c1	-14	-3	106	102	104	-3	0	-5	2	0	19
CC1CCCCN1C(=O)Cn1cnc2c1c(=O)n(C)c(=O)n2C (stereo not drawn)	4	0	102	108	99	-4	-1	0	0	1	19
CCCNC1CCS(=O)(=O)C1 (stereo not drawn)	-20	2	102	101	100	-1	-3	-1	0	2	23
COc1ccc(NC(C)=O)cc1NC(=O)CSc1nnc(-c2ccncc2)n1C	2	-6	103	103	107	-10	-6	-14	0	0	41
NC(=O)c1ccc(C(F)(F)F)n(Cc2cccc(Cl)c2)c1=O	2	-12	99	98	96	-7	-7	-22	-2	-4	22
Cc1cc(N2CCC(C)CC2)nc(NCc2ccccc2)n1	2	4	100	101	100	0	-6	-4	-1	-3	23
O=C(N/N=C/c1ccc(O)c(O)c1)C1c2ccccc2Oc2ccccc21	-18	-7	93	90	89	-8	-8	-19	-4	0	23
Cc1ccc(C(=O)CN2/C(=C(\O)c3ccccc3)C(=O)c3ccccc3S2(=O)=O)c(C)c1	-75	-9	99	98	101	-10	-9	-21	-3	-2	26

14 compounds out of the list, arranged by molecular weight, descending:
SMILES	Mcl1-Bid inh	Bcl-2 Bim block	RGS8-Gao	RGS7-Gao reg	RGS4-Gao reg	Bcl-XL Bim block	Bcl-B Bim block	Bfl-1 Bim block	Mcl-1 Bim block	Bim-Bcl-W	GSH fluor
CC(OC(=O)c1cc(S(=O)(=O)N(C)c2ccccc2)ccc1Cl)C(=O)Nc1ccc2c(c1)OCCO2 (stereo not drawn)	-5	-8	101	102	99	-10	-8	-19	-6	-4	12
COc1ccc(NC(C)=O)cc1NC(=O)CSc1nnc(-c2ccncc2)n1C	2	-6	103	103	107	-10	-6	-14	0	0	41
CC(C)Oc1ccc(/C=C(/NC(=O)c2ccccc2)C(=O)NCCC(=O)O)cc1	-5	-3	104	106	105	0	-3	-6	-1	1	11
CCc1nnc(NC(=O)c2cc(-c3ccccn3)nc3ccccc23)s1	16	-1	103	?	103	0	-4	-3	1	0	16
O=C(N/N=C/c1ccc(O)c(O)c1)C1c2ccccc2Oc2ccccc21	-18	-7	93	90	89	-8	-8	-19	-4	0	23
COC(=O)c1sc(NC(=S)NC(=O)c2ccccc2C)nc1C	-37	-5	96	97	94	-5	-5	-6	-6	-2	10
NC(=O)c1ccc(C(F)(F)F)n(Cc2cccc(Cl)c2)c1=O	2	-12	99	98	96	-7	-7	-22	-2	-4	22
CCn1c(=N)n(CC(O)COc2cccc(C)c2)c2ccccc21 (stereo not drawn)	-6	-14	106	104	103	0	-8	-11	-5	0	30
CC1CCCCN1C(=O)Cn1cnc2c1c(=O)n(C)c(=O)n2C (stereo not drawn)	4	0	102	108	99	-4	-1	0	0	1	19
Cc1cc(N2CCC(C)CC2)nc(NCc2ccccc2)n1	2	4	100	101	100	0	-6	-4	-1	-3	23
CCOC(=O)c1[nH]cnc1C(=O)Nc1ccccc1OC	-8	-8	106	100	100	-4	-5	-8	0	0	12
O=C(CCc1ccccc1)Nc1ccc(F)c([N+](=O)[O-])c1	-14	-3	106	102	104	-3	0	-5	2	0	19
CC(=O)N1CCn2c3ccc(C)cc3c3cccc1c32	-4	-3	100	101	98	-1	-4	-1	-1	-3	28
O=C(N1CCCC1)C(F)(F)Oc1ccc(F)cc1	-15	-1	99	?	99	2	-1	-5	0	0	17

Next part.
SMILES	Mcl1-Bid inh	Bcl-2 Bim block	RGS8-Gao	RGS7-Gao reg	RGS4-Gao reg	Bcl-XL Bim block	Bcl-B Bim block	Bfl-1 Bim block	Mcl-1 Bim block	Bim-Bcl-W	GSH fluor
CCN(CC)c1ccc(/C=N/NS(=O)(=O)c2cccc([N+](=O)[O-])c2)cc1	-19	3	92	93	94	-1	5	9	4	2	12
CN(C)CCCN(Cc1ccccc1)C(=S)Nc1ccc(OC(F)F)cc1	-10	-4	98	97	103	-8	-8	-5	-7	-1	11
Cc1cc(=O)n2nc(N3CCCC(C(=O)NC(C)c4ccccc4)C3)sc2n1 (stereo not drawn)	-6	-3	100	100	101	-10	-6	-8	1	3	45
N#Cc1ccccc1S(=O)(=O)N1CCN(c2cnccn2)CC1	-9	-3	102	97	100	-1	0	-2	-2	-4	20
CC1(C)C2CC=C(/C=N/n3cnnc3)C1C2 (stereo not drawn)	-6	-3	106	100	103	2	0	-1	0	-2	20
NNS(=O)(=O)c1ccc(N2CCCC2=O)c([N+](=O)[O-])c1	-34	2	103	101	101	0	0	4	0	5	12

A draw from above in order of number of heavy atoms, highest first.
SMILES	Mcl1-Bid inh	Bcl-2 Bim block	RGS8-Gao	RGS7-Gao reg	RGS4-Gao reg	Bcl-XL Bim block	Bcl-B Bim block	Bfl-1 Bim block	Mcl-1 Bim block	Bim-Bcl-W	GSH fluor
Cc1cc(=O)n2nc(N3CCCC(C(=O)NC(C)c4ccccc4)C3)sc2n1 (stereo not drawn)	-6	-3	100	100	101	-10	-6	-8	1	3	45
CCN(CC)c1ccc(/C=N/NS(=O)(=O)c2cccc([N+](=O)[O-])c2)cc1	-19	3	92	93	94	-1	5	9	4	2	12
N#Cc1ccccc1S(=O)(=O)N1CCN(c2cnccn2)CC1	-9	-3	102	97	100	-1	0	-2	-2	-4	20

Bioassay records deposited in PubChem by several laboratories.
